Assay outcomes from PubChem.
GAA spleen mod = inhibitors or activators of human alpha-glucosidase in spleen homogenate; human spleen homogenate, 4-MU-alpha-glucoside fluorescence; Potency, µM (highest dose often 79.9 µM), without a hit: at the top dose activity change, negative = inhibition, usual class: inhibitors; AID 2112; 240,000 compounds, 0.006% hits; P10253;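 note: 0% = enzyme with vehicle and -100% = no enzyme basal signal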
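AC50 values come from Hill-equation fits of concentration-response data, normalized to no-enzyme and full-activity controls. Enzyme source: 1 ug human spleen homogenate; 1 mM fluorogenic 4-MU glucoside, pH 5.0 citrate buffer, 37 C, 40 min.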
Tau fibril ThT = blocks human tau fibril formation measured by thioflavin T. recombinant tau K18 P301L, heparin-induced fibrillization, ThT fluorescence. 270,000 compounds, 2.1% hits. P10636. Potency, µM (highest dose often 57.4 µM), inactives show at the top dose activity, negative = inhibition, hits mostly inhibitors; note: % is set by controls: 0 for no effect and ±100 for the full control effect; nearly all actives have a fitted effect of over 55% in size
Target sequence (P10636 561-689 P618L limits assumed): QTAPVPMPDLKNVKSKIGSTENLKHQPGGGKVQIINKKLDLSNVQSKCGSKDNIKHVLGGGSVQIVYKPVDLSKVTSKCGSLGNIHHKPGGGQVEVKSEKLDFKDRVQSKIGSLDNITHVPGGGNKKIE
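ThT emission at 510 nm, taken 1 hr after adding 30 uM dye, quantifies aggregates formed when 20 uM heparin acts on human tau K18 P301L for 6 hr at 37 C.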
GLA spleen mod = inhibitors or activators of human alpha-galactosidase in spleen homogenate; Potency, µM (series often up to 80 µM), for the others: at the highest dose activity change, negative = inhibition, actives largely listed as inhibitors; 240,000 compounds, 0.008% hits; P06280; AID 2107; human spleen homogenate, 4MU-alpha-Gal fluorescence, 40 min;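 note: 0% = enzyme with vehicle and -100% = no enzyme basal signal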
Target sequence (P06280 32-429 limits assumed): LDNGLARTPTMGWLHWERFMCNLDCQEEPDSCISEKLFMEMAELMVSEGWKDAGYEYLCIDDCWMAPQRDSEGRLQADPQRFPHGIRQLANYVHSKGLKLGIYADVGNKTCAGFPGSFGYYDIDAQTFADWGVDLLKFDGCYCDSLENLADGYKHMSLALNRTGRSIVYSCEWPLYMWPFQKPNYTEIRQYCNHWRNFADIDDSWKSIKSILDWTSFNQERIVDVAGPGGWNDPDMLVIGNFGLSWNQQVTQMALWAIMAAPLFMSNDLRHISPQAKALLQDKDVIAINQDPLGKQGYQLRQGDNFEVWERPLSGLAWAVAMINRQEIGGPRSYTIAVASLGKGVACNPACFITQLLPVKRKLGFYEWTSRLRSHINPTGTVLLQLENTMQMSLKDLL
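Fluorogenic readout (Ex 365/Em 440 nm) of 4-methylumbelliferone released from 1 mM 4-MU-alpha-galactoside by spleen homogenate, 40 min at 37C, pH 5.0. Data normalized to no-enzyme and enzyme controls; Hill-equation AC50 from compound titrations.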
GAA inh = inhibitors of human lysosomal alpha-glucosidase; purified human GAA, 4-MU-alpha-glucoside fluorescence; Potency, µM (titrated, usually from 76.9 µM), inactives show top-dose activity change, negative = inhibition, usual class: inhibitors; 200,000 compounds, 0.005% hits;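 note: plate controls were uninhibited enzyme wells for no effect and no-enzyme background for full effect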
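Compounds are titrated up to 77 uM against 4 nM human enzyme. Substrate 4-methylumbelliferyl-alpha-D-pyranoside (400 uM) reacts 20 min at room temperature in pH 5.0 buffer; liberated 4-methylumbelliferone is read at 440 nm.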
GAA glycogen mod = GAA glycogen-cleavage inhibition or activation; P10253; recombinant GAA, glycogen substrate, Amplex Red glucose oxidase fluorescence; Potency, µM (titrated, usually from 76.4 µM), for the others: at the highest dose activity change, negative = inhibition, hits mostly inhibitors; 300,000 compounds, 0.38% hits;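 note: 0% = full enzyme reaction and -100% = no-enzyme basal signal; the screen sought inhibitors and activators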
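Recombinant human alpha-glucosidase (4 nM final) hydrolysed bovine liver glycogen (30 ug) for 40 min at 37 C in pH 5.0 citrate/phosphate with 0.01% Tween-20. Released glucose detected by glucose oxidase/Amplex Red, Ex 573/Em 610 nm. Compounds up to 77 uM; AC50 from Hill fits.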
Tau fluor counter = counter-screen for tau fibril formation inhibitors; 280,000 compounds, 0.93% hits; tau K18 P301L Alexa594 fluorescence, heparin fibrillization; Potency, µM (top dose mostly 57.7 µM), for the others: at the highest dose activity change, negative = decrease; note: % is set by controls: 0 for no effect and ±100 for the full control effect; nearly all actives have a fitted effect of over 55% in size
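Human tau K18 P301L (15 uM unlabeled, 0.24 uM Alexa 594-labeled) in 100 mM sodium acetate pH 7 with 20 uM heparin, 6 hr at 37 C. ThT 30 uM added, 1 hr ambient; Alexa 594 FP and total fluorescence read at 555/632 nm.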
HTT ATP protect = Huntington cell model cytoprotection by ATP luminescence; PC12 HTT-Q103 induced, cytoprotection, ATP luminescence, 40 h; Potency, µM (titrated, usually from 56.4 µM), inactives show cytoprotection (ATP increase), hits mostly activators; 230,000 compounds, 0.14% hits; AID 1471;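 note: % of control where 0% means no effect; nearly all actives have a fitted effect of over 45% in size; toxic huntingtin expression switched on by the ecdysone agonist tebufenozide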
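Huntington model: PC12 line, ecdysone-inducible HTTQ103 exon1–GFP, tebufenozide 100 nM. Test articles in a dose series. Endpoint luminescence from cellular ATP.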
Tau fibril FP = blocks human tau fibril formation measured by polarization; P10636; AID 1468; 280,000 compounds, 0.39% hits; Potency, µM (titrated, usually from 57.7 µM), for the others: at the top dose activity, negative = inhibition, most hits filed as inhibitors; K18 P301L tau heparin fibrillization, Alexa594 FP, 6 h; note: % is set by controls: 0 for no effect and ±100 for the full control effect; nearly all actives have a fitted effect of over 55% in size
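Compound effects on tau fibrillization are measured by Alexa 594 fluorescence polarization (ex 555, em 632 nm). K18 P301L tau is used at 15 uM with 0.24 uM labeled tracer, and 20 uM heparin induces aggregation over 6 hr at 37 C.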
Numbers without * were called inactive; ? = inconclusive; nt = no result given; & = joins results of further samples; [ ] = another dose, or the depositor's remark. Calls come from the whole dose curve; as a rule, active = well fitted curve in the direction sought with a large enough effect; inconclusive = small, poorly fitted or top-dose-only effect, or another doubt; inactive = no such curve, though single readings can be large; an effect the other way counts as inactive or inconclusive. Potency is the fitted concentration of half-maximal effect.

1: O=C(NCSc1ccnc(SCNC(=O)c2ccc(F)cc2)n1)c1ccc(F)cc1
2: Cc1ccc(NC(=O)C2CCCN(c3nnc(-n4c(C)ccc4C)s3)C2)c(C)c1 (stereo not drawn)
3: O=S(=O)(NCc1cccs1)c1cccc(S(=O)(=O)N2CCCCC2)c1
4: COc1cccc(C(=O)Oc2ccc3c(C)cc(=O)oc3c2C(C)=O)c1
5: CC(C)c1ccc(OCC(=O)N2CCCCCC2)c(Br)c1
6: NC(=O)c1ccsc1NC(=O)C1CC1
7: CC(=O)N1CCc2cc(S(=O)(=O)NCCC(=O)Nc3cccc(C)c3)ccc21
8: CCn1c(SCC(=O)Nc2cccc(OC)c2)nnc1-c1ccc(Cl)cc1

assay / compound	1	2	3	4	5	6	7	8
GAA spleen mod	-1%	nt	-14%	-4%	-4%	-5%	6%	4%
Tau fibril ThT	-12%	-22%	4%	11%	-7%	2%	2%	-5%
GLA spleen mod	-7%	nt	-30%	-1%	-10%	4%	10%	5%
GAA inh	1%	nt	-10%	2%	?	nt	-10%	7%
GAA glycogen mod	-21%	-17%[76.3 µM]	-4%	3%	0%	8%	2%	-2%
Tau fluor counter	-6%	-8%	-7%	9%	6%	0%	0%	-5%
HTT ATP protect	12%[10 µM]	nt	5%[10 µM]	-16%[0.074 µM]	4%[10 µM]	28%[10 µM]	10%	8%
Tau fibril FP	-1%	-12%	1%	1%	12%	-5%	7%	5%

9: CCn1c(SCC(=O)Nc2cc(C)on2)nnc1-c1cccnc1
10: CC(Cc1ccccc1)NC(=O)c1cc([N+](=O)[O-])ccc1Cl (stereo not drawn)
11: CSc1n[nH]c(=S)n1N
12: COc1ccccc1C(=O)Nc1ccc(-c2nnn(CC(=O)N3CCN(C(=O)c4ccco4)CC3)n2)cc1
13: COc1ccc(Cn2nnc3c(=O)[nH]c(C4CCCN(C(=O)c5ccc(C)cc5)C4)nc32)cc1 (stereo not drawn)
14: Cc1cccc(C)c1NC(=O)C(c1ccccc1)N1CC(=O)Nc2ccccc21 (stereo not drawn)
15: CS(=O)(=O)N1CCCC(C(=O)Nc2ccc(Br)cc2F)C1 (stereo not drawn)
16: CCOC(=O)c1[nH]nc(-c2cc(CC)c(O)cc2O)c1-c1cscn1

assay / compound	9	10	11	12	13	14	15	16
GAA spleen mod	3%	1%	-2%	-3%	nt	-3%	0%	7%
Tau fibril ThT	-1%	-7%	?	11%	-11%	5%	4%	4%
GLA spleen mod	2%	-5%	1%	-1%	nt	-4%	9%	-8%
GAA inh	0%	nt	nt	6%	nt	4%	-4%	-5%
GAA glycogen mod	3%	9%	?	4%	13%[76.3 µM]	-23%	18%	12µM*
Tau fluor counter	-1%	-6%	-9%	9%	-5%	-5%	-1%	4%
HTT ATP protect	19%[10 µM]	-4%[10 µM]	1%[10 µM]	-17%	nt	nt	-30%	-14%
Tau fibril FP	-3%	1%	-7%	2%	-3%	5%	-2%	1%

17: O=S(=O)(c1ccc2ccccc2c1)n1cnc2ccccc21
18: COc1ccc(C2C3C(=O)N(N(C)c4ncc(C(F)(F)F)cc4Cl)C(=O)C3ON2C)cc1 (stereo not drawn)
19: O=C(NC(Cc1ccccc1)C(=O)NC1CC1)OCc1ccccc1 (stereo not drawn)
20: COCCn1nnnc1CN1CCSCC1
21: CNC(=O)C1(CC(C)C)C=CCN1C(C)=O (stereo not drawn)
22: CCOC(=O)c1c(NC(=O)CCCOc2ccccc2C)sc2c1CCC(C)C2 (stereo not drawn)
23: Cc1ccc2c(c1)C1NC(=S)NC(C)(O2)C1C(=O)Nc1ccc(Cl)cc1 (stereo not drawn)
24: COc1ccc(Cl)cc1NC(=O)C(C)Sc1n[nH]c(N)n1 (stereo not drawn)

assay / compound	17	18	19	20	21	22	23	24
GAA spleen mod	0%	-2%	-12%	4%	-7%&4%	nt	-4%	2%
Tau fibril ThT	-2%	-2%	7%	-6%	0%&-7%	?	-4%	-16%
GLA spleen mod	6%	-2%	-3%	10%	0%&4%	nt	5%	-6%
GAA inh	?	0%	10%	3%	1%	nt	2%	5%
GAA glycogen mod	4%	9%	-4%	-4%	7%	9%[76.3 µM]	-7%	1%
Tau fluor counter	-22%	-7%	4%	1%	-2%&-10%	-29%	0%	-13%
HTT ATP protect	-13%	-27%	-54%[inhibitor][1.9 µM]	2%[10 µM]	10%	nt	16%[10 µM]	-9%
Tau fibril FP	-9%	0%	-8%	9%	5%&-2%	-5%	11%	-3%

25: Nc1ncnc2c1ncn2C1OC(CO)C(O)C1N (stereo not drawn)
26: CC(C)(CO)CNC(=O)CC1C(=O)NCCN1CC(c1ccccc1)c1ccccc1 (stereo not drawn)
27: CN(C1CCCCC1)S(=O)(=O)c1ccc(NC(=O)C2CCCCC2)cc1
28: O=C(Cn1nc(-c2ccccc2)c2c(c1=O)CCCC2)Nc1ccc(F)c(Cl)c1
29: CC(=O)OC[C@@H]1O[C@@H](O/N=C2/C[C@@H](O)[C@@H](O)[C@@H]3[C@@H]4C(=O)N(c5cccc(Oc6ccccc6)c5)C(=O)[C@H]4CC[C@@H]23)[C@H](OC(C)=O)[C@H](OC(C)=O)[C@@H]1OC(C)=O
30: Cc1ccc(S(=O)(=O)c2c(N)n(Cc3ccco3)c3nc4ccccc4nc23)cc1C
31: O=C(/C=C/c1cccnc1)/C=C/c1cccnc1
32: CCOC(=O)C1(CCc2ccccc2)CCN(C(=O)CCn2cncn2)CC1

assay / compound	25	26	27	28	29	30	31	32
GAA spleen mod	2%	-10%	2%	nt	-5%[17.4 µM]	7%	0%	2%
Tau fibril ThT	-1%	-16%	-4%	-17%	0%[11.5 µM]	?	4.5µM*	-10%
GLA spleen mod	4%	-3%	5%	nt	-1%[17.5 µM]	?	11%	5%
GAA inh	nt	-5%	-17%	nt	nt	?	nt	-4%
GAA glycogen mod	-4%	8%	-9%	0%[76.3 µM]	nt	-10%	0%	11%
Tau fluor counter	-3%	-12%	-28%	?	-5%[11.6 µM]	?	-26%	0%
HTT ATP protect	13%[10 µM]	-17%	-33%[inhibitor][10 µM]	nt	?	-11%	-8%[10 µM]	-20%
Tau fibril FP	6%	2%	-9%	?	-1%[11.6 µM]	-18%	?	1%

33: CC(=O)NC(C(=O)OCC(=O)N(c1ccccc1)c1ccccc1)C(C)C (stereo not drawn)
34: CCc1cc(C(=O)NNC(=S)NCC2CCCO2)cs1 (stereo not drawn)
35: Cc1cccc(N(C2C=CS(=O)(=O)C2)S(=O)(=O)c2ccccc2)c1 (stereo not drawn)
36: O=C(N/N=C/c1ccc(O)cc1O)/C(=C/c1ccccc1)CCO
37: O=C(COc1ccc(Cl)cc1)N1CCN(C(=O)c2cccc(F)c2)CC1
38: Cc1ccc(-c2ccc(/C=N/NC(=O)CN3CCOCC3)o2)cc1[N+](=O)[O-]
39: O=C(Nc1ccc(F)cc1F)c1cc(-c2ccc3c(c2)OCO3)on1
40: CC(C)CNC(=S)Nc1ccccc1F
41: COc1ccc(Cc2nnc(NS(=O)(=O)c3ccccc3)s2)cc1
42: FC(F)c1nnc2c(Cl)cc(C(F)(F)F)cn12

assay / compound	33	34	35	36	37	38	39	40	41	42
GAA spleen mod	-2%	-2%	-6%	-10%	-1%	nt	nt	4%	3%	2%
Tau fibril ThT	nt	0%	0%	?	-1%	16µM*	-1%	19%	-8%	7%
GLA spleen mod	5%	5%	-17%	-5%	0%	2%	nt	0%	-1%	2%
GAA inh	nt	-1%	-3%	-8%	-6%	-3%	nt	2%	1%	1%
GAA glycogen mod	3%	?	-1%	5%	10%	-22%	12%&4%[76.3 µM]	-1%	8%	-1%
Tau fluor counter	nt	2%	-1%	-24%	7%	-24%	3%	8%	-4%	6%
HTT ATP protect	0%[10 µM]	-11%	0%	14%[1.9 µM]	3%	-44%	nt	-43%[10 µM]	13%[10 µM]	?
Tau fibril FP	nt	1%	1%	6%	12%	?	-3%	-2%	2%	4%
